LYP inhibition: PTPN22 lymphoid phosphatase activity blockers – biochemical, fluorescence intensity, uHTS (AID 1779); inhibition, % at 11.5 µM, or IC50 in µM where a hit was titrated; recombinant LYP phosphatase, fluorescence intensity; higher % means a stronger effect; 0.054% of 290,000 active; in the data active = inhibition above about 50%;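 also: plate controls were vehicle with enzyme for no effect and no enzyme for full effect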
NTR1 ag: agonists of NTR1, primary screen, imaging, U2OS cells, beta-arrestin-GFP, high content (AID 493036). P30989. 0.17% of 330,000 active. activation, % at 20 µM. NTR1-U2OS beta-arrestin-GFP spot imaging, agonist mode;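 active = activation at or above 40% of the spot to cytoplasm intensity ratio, with at least 20 cells analyzed; inconclusive = wells under 20 cells, flagged as cytotoxic or low count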;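 also: 0% = DMSO without peptide and 100% = 100 nM NTR1 peptide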
Target sequence (P30989 whole entry, looked up): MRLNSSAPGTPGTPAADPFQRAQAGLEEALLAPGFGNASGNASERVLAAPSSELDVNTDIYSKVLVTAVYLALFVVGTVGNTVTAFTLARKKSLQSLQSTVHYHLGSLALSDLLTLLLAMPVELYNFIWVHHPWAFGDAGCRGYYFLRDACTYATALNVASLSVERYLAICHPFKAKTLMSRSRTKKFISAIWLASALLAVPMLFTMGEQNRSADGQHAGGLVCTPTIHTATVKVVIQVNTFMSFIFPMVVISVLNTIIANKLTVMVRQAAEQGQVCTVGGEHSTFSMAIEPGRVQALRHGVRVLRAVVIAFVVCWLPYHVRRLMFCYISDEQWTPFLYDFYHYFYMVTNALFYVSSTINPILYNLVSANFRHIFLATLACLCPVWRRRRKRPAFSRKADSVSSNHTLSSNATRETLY
GPR35 antagonists: inhibition of zaprinast-stimulated GPR35 beta-arrestin translocation – imaging, U2OS, beta-arrestin-GFP, zaprinast agonist, primary screen (AID 2058). U2OS GPR35 beta-arrestin-GFP translocation imaging, zaprinast antagonism; higher % means a stronger effect. one-dose inhibition, % at 10 µM; IC50 in µM for titrated hits. 0.052% of 290,000 active;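 active = inhibition of at least 50% with at least 30 cells and total cytoplasm GFP at most 10,000,000; inconclusive = under 30 cells or total GFP of 10,000,000 plus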
MgcRacGAP inhibition: MgcRacGAP GTPase-activating activity inhibitors, confirmation, biochemical, ADP Hunter fluorescence; AID 624330; MgcRacGAP-stimulated Rac1 GTP hydrolysis, ADP Hunter fluorescence; higher % means a stronger effect; GST-tagged Rac1 F28L mutant substrate; 0.6% of 340,000 active; one-dose inhibition, % at 30 µM; IC50 in µM for titrated hits;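 active = first-screen hits whose inhibition reached a set limit at any dose in the follow-up dose series; inconclusive = inhibition above the set first-screen limit but never retested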;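 also: fluorescence reports GDP produced by GAP-driven GTP hydrolysis; strong numbers were not always called active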
PhoP inhibition: PhoP-dependent GFP reporter repression – Salmonella Typhimurium, primary screen (AID 1863); 0.16% of 300,000 active; S. Typhimurium PhoP-regulated promoter GFP reporter, 4 h; higher % means a stronger effect; one-dose inhibition, % at 50 µM; IC50 in µM for titrated hits;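 active = inhibition over 29.93%, a cutoff 3 SD above the screen mean, later confirmed by dose response; inconclusive = inhibition over 29.93% but no dose response follow-up; inactive = inhibition at most 29.93% or unconfirmed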;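 also: 0% = low Mg2+ inducing control and 100% = high Mg2+ repressing control; strong numbers were not always called active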
Myeloid diff 2: myeloid differentiation induction | ER-HoxA9 myeloid progenitors, lysozyme-GFP differentiation, flow cytometry | calls only at 10 µM | 1% of 360,000 active | AID 624256;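 active = normalized GFP-positive differentiation at or above the plate's own cutoff, the solvent-only control mean plus 3 SD; inconclusive = no clear call, values can overlap the other calls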;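 also: cells exposed to compound for four days before flow analysis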
GPR55 LPI antagonism: inhibition of LPI-stimulated GPR55 beta-arrestin translocation – imaging, U2OS, beta-arrestin-GFP, LPI agonist, primary screen (AID 2013). U2OS GPR55 beta-arrestin-GFP translocation imaging, LPI antagonism; higher % means a stronger effect. inhibition, % at 10 µM, or IC50 in µM where a hit was titrated. 0.13% of 290,000 active;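 active = spots per cell inhibited over 60%, with over 100 cells counted and total cytoplasm intensity under 500,000; inconclusive = wells with under 100 cells, flagged as likely toxic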;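 also: U2OS cells stably carrying GPR55 and arrestin-GFP stimulated by 5 µM LPI near EC80; imaged beta-arrestin-GFP aggregate spots per cell after agonist stimulation; plate controls were LPI-stimulated DMSO wells for no effect and DMSO wells without LPI for full effect; some results filed as inactive read as strong as hits; confirmed hits need IC50 under 10 µM and bright autofluorescent wells are also inconclusive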
Siah-1 displacement: Siah-1 peptide-binding antagonists, primary screen, biochemical, fluorescence polarization, rhodamine-plectin, uHTS (AID 1817) | Siah-1 / rhodamine-plectin peptide fluorescence polarization; higher % means a stronger effect | one-dose displacement, % at 20 µM; IC50 in µM for titrated hits | 0.02% of 290,000 active;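 active = displacement of at least 50% at 20 µM, with a fluorescence ratio check between 0.3 and a set limit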;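 also: plate controls were Siah plus tracer with DMSO for no effect and tracer alone without Siah for full effect; strong numbers were not always called active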
HIV peptide binding: cell-free HIV fusion peptide-binding blockers – biochemical, uHTS, fluorescence dequenching, primary screen (AID 1986). 0.3% of 290,000 active. one-dose inhibition, % at 20 µM; IC50 in µM for titrated hits. cell-free peptide binding, fluorescence dequenching, 30 min; higher % means a stronger effect; in the data active = inhibition mostly above about 52%, no sharp cut-off; inactive = mostly below about 76%; also: some results filed as inactive read as strong as hits
NTR1 ag cell count 20 µM: further read-out of NTR1 ag, marked with its call; cell count; measured here: cell count, cytotoxicity flag
Myeloid diff 2 GFP+ MAC1+ %: recorded beside Myeloid diff 2, whose call it bears; GFP+ MAC1+ double positive, %; measured here: differentiation confirmed by MAC1 staining
An asterisk follows results filed as active; i = inactive; ? = inconclusive; . = no result given; & = joins results of further samples.

The line under a structure holds: LYP inhibition, NTR1 ag, NTR1 ag cell count 20 µM, GPR35 antagonists, MgcRacGAP inhibition, PhoP inhibition, Myeloid diff 2, Myeloid diff 2 GFP+ MAC1+ %, GPR55 LPI antagonism, Siah-1 displacement, HIV peptide binding
O=S1(=O)N=C2CCCN2C(c2ccc(F)cc2)N1 (configuration not stated)
 : -2%, -0.2, 89, -2%, 4%, 14%, i, 0.7, -8%, -2%, 1.3%
CCn1c(N2CCN(S(=O)(=O)c3ccccc3)CC2)nc2ccccc21
 : -5%, -0.1, 53, 10%, 13%, 10%, i, 0.9, 5%, -2%, 0.1%
COc1ccc(CCNC(=O)c2ccccc2OCc2ccccc2)cc1
 : -3%, 8.4, 67, -5%, 6%, -3%, i, 0.0, 15%, 3%, 0.9%
COCCn1c(N)c(NCc2ccccc2)c(=O)n(CC(=O)Nc2cc(C)ccc2C)c1=O
 : -8%, 0.9, 60, -12%, 9%, 11%, i, 0.9, 17%, 2%, 0.8%
CC(C)(C)C(=O)OCc1nc(-c2ccc(F)cc2)cs1
 : -6%, 0.5, 42, 1%, 2%, -11%, i, 0.5, -15%, -2%, -0.9%
c1ccc(-c2nn3cnnc3c3ccccc23)cc1
 : -10%, 2.4, 26, -16%, 3%, 0%, i, 0.3, 58%, 5%, 1.6%
Cc1cnc(NC(=O)CN(C)S(=O)(=O)c2ccc(Cl)cc2)s1
 : -7%, -1.9, 47, 4%, -2%, -7%, i, 0.8, 4%, 2%, -1.1%
CCCCNC(=O)c1cc2cc(OC)ccc2[nH]1
 : -2%, -1.0, 56, 10%, ., -6%, i, 0.9, -5%, 0%, 0.9%
COc1cccc(N2CCN(C(=O)c3ccc(CS(=O)Cc4ccc(C)cc4)o3)CC2)c1 (configuration not stated)
 : -11%, -0.4, 57, -5%, 12%, -8%, i, 1.9, -5%, 1%, -0.5%
CCCCCOC(=O)CC(C(=O)OCCCCC)N1CCCCC1 (configuration not stated)
 : -6%, 6.7, 34, -2%, 6%, 1%, i, 0.6, 23%, -1%, 1.6%
Nc1ccc(N=Nc2ccccc2)c(N)n1
 : -3%, 4.0, 43, 4%, 8%, 6%, i, 1.8, -6%, -4%, -1.9%
COC(=O)c1sccc1NC(=O)/C=C\c1ccc(Cl)cc1Cl
 : -12%, ., ., 0%, 8%, -12%, i, 1.2, -14%, -4%, 0.2%
C=C1CN(Cc2ccccc2)S(=O)(=O)c2ccccc21
 : -8%, -6.9, 48, 7%, 12%, 2%, i, 2.9, 8%, -3%, 1.6%
Nn1c(Cc2cccc3ccccc23)nnc1SCCOc1ccc(Br)cc1
 : -8%, 4.5, 63, -12%, 13%, 22%, i, 0.7, -4%, -10%, -0.7%
CCNC(=O)COC(=O)c1csc2c1CCCC2
 : -13%, 1.5, 66, -4%, 4%, -3%, i, 0.4, -1%, -3%, -0.6%
N#Cc1ccc2ccn(CC(=O)NC3CCCCC3)c2c1
 : -6%, -0.9, 51, 26%, 7%, -11%, i, 1.2, 16%, -6%, -2.7%
Cn1cnnc1Sc1nc2ccccc2nc1NS(=O)(=O)c1ccccc1
 : -5%, 1.2, 48, 13%, 2%, -12%, i, 4.5, 8%, 0%, 0.3%
O=C(Cc1cccs1)N1CCN=C1SCc1ccc(Br)cc1
 : -1%, 4.2, 53, -9%, 3%, 0%, i, 0.1, -3%, 0%, 1.4%
COc1cccc(CNCC(=O)N2C(C)CCCC2C)c1 (configuration not stated)
 : -15%, -1.4, 59, -11%, 12%, 9%, i, 8.3, 6%, -2%, -2.4%
CCNC(=O)n1cc(-n2cncn2)c(-c2ccc(Cl)cc2)n1
 : -4%, -0.7, 102, -4%, 2%, 5%, i, 0.1, -4%, 8%, 1.1%
COc1ccc(F)cc1C(=O)C1CCCN(Cc2cccn2-c2cccnc2)C1 (configuration not stated)
 : 6%, -0.9, 69, 1%, -12%, -8%, i, 1.0, -1%, -6%, 0.3%
CN(C)CCNC(=O)C(=O)Nc1ccc2c(c1)N(S(=O)(=O)c1cccs1)CCC2
 : ., 0.0, 72, ., 7%, -4%, i, 0.7, ., ., .
O=C(c1ccco1)N1CCN(C(=O)c2cc3ccccc3oc2=O)CC1
 : 3%, 1.0, 67, 1%, 7%, -3%, i, 1.2, -1%, 9%, 0.6%
NNC(=O)CCC(=O)Nc1ccccc1
 : -4%, -0.2, 24, 2%, -12%, -2%, i, 0.1, 6%, 7%, -0.1%
S=c1[nH]nc(-c2cc(-c3ccccc3)n[nH]2)n1/N=C/C=C/c1ccco1
 : 2%, 7.6, 43, -8%, ., -10%, i, 0.5, -2%, 28%, 30%
COCCNC(=S)Nc1ccc(N2CCCCC2)cc1
 : -4%, 0.5, 47, 10%, ?, 4%, i, 0.6, -1%, -1%, -2.0%
COc1ccc(N=C2CCCN2CC(N)=O)cc1
 : -6%, -0.2, 73, 14%, 5%, 3%, i, 0.8, 22%, 6%, -3.6%
CCCC(=O)Nc1cc(C(F)(F)F)ccc1N1CCOCC1
 : -4%, -1.8, 70, -4%, 0%, -9%, i, 0.2, -15%, -1%, -1.0%
CCOC(=O)c1ccc(NC(=O)N2CC(C)OC(C)C2)cc1 (configuration not stated)
 : -1%&-5%, 1.0, 54, 16%&-4%, -4%, -6%&-6%, i, 1.9, -14%&1%, -4%&2%, -1.2%&-0.2%
CCC(C)NC(=S)N1CCN(C)CC1 (configuration not stated)
 : -12%, 0.4, 93, -2%, ., 3%, ., ., 12%, -2%, 1.0%
COc1ccc(Nc2nc3ccccc3n3nnnc23)cc1
 : -5%, 8.7, 72, -14%, -2%, -29%, i, 6.8, 8%, 1%, 8.5%
COc1ccc(OCC(=O)Nc2cccc(-c3nc4ccccc4o3)c2)cc1
 : 4%, 7.1, 90, 0%, 4%, 8%, i, 1.1, -2%, -9%, -2.4%
CC(C)(Cc1nc2ccccc2[nH]1)C(=O)O
 : -5%, 0.1, 44, 14%, 4%, -15%, i, 7.6, 3%, 2%, -0.6%
O=C(Nc1ccc(S(=O)(=O)Nc2ccccc2)cc1)C1CC1
 : -9%, -0.2, 56, 2%, 8%, -5%, i, 0.9, -1%, 1%, 0.7%
NC(=O)c1c(-c2cccs2)csc1N
 : -9%, 1.2, 90, -5%, ., -19%, ., ., 7%, 11%, 22%
CCc1ccccc1NC(=O)Cc1cn(C)c2ccccc12
 : 3%, -0.7, 85, -3%, 7%, -3%, i, 0.2, -9%, -4%, 2.6%
Cc1cccc(-n2ncc3c2CCCC3NC(=O)CN2CCOC2=O)c1C (configuration not stated)
 : -4%, 0.5, 50, 5%, 8%, -3%, i, 2.8, 3%, 0%, 0.0%
Cn1c2ccccc2c(=O)c2c(=O)n(C3CCCCCC3)c(C3CCCCC3)nc21
 : -2%, ., ., 10%, 15%, -17%, i, 1.1, 14%, 21%, -7.4%
CCOC(=O)CSc1c(-c2cccs2)[nH]c2ccccc12
 : 6%, 3.8, 50, 1%, -9%, -2%, i, 0.4, 29%, -6%, 1.9%
O=c1nc(Nc2cccc(Cl)c2)oc2cc(Cl)oc(=O)c12
 : 3%, 0.8, 121, 6%, 5%, -7%, i, 1.2, 1%, 4%, 48%
COc1cccc2c1c(NC(=O)c1cc(C)on1)nn2C
 : -5%, 0.3, 49, 1%, 7%, -9%, i, 0.8, 8%, 9%, -1.1%
CC(=O)c1ccc(OCc2ncc(C(F)(F)F)cc2Cl)cc1
 : -4%, 1.9, 34, -2%, -13%, -6%, i, 0.9, -5%, -1%, -1.1%
CCOC(=O)c1[nH]c(=O)[nH]c1CNc1ccccc1C#N
 : -9%, 1.3, 69, -7%, 3%, -4%, i, 0.1, 5%, 11%, -0.9%
Cn1ncc(Br)c1C(=O)NC1CCCCCC1
 : -8%, 0.1, 61, -7%, 5%, -6%, i, 0.3, 9%, 11%, -0.7%
COc1ccc(S(=O)(=O)N2CCCCCC2)cc1
 : -7%, -1.2, 79, -5%, 1%, 1%, i, 2.6, 10%, 2%, -0.2%
COc1ccccc1NC(=O)CN(c1ccc([N+](=O)[O-])cc1)S(=O)(=O)c1ccccc1
 : 2%, 2.2, 61, -6%, -7%, -4%, i, 1.7, 6%, 6%, 0.8%
O=C(Cn1nnc(-c2ccccc2)n1)NNC(=O)c1ccco1
 : -11%, -0.9, 47, -6%, 7%, -10%, i, 0.3, 6%, -2%, -0.2%
Cc1nc2ccc(S(=O)(=O)NC(C(=O)NC3CCCC3)C(C)C)cc2s1 (configuration not stated)
 : -1%, 1.4, 54, -9%, 1%, 16%, i, 1.6, -4%, -3%, 12%
S=C(NCCSCc1ccc(Cl)cc1)Nc1ccccc1
 : 1%, 5.2, 57, -12%, 2%, 1%, i, 1.5, 16%, 5%, -0.4%
CCN(Cc1ccccc1)C1CCN(Cc2ccc(SC)cc2)CC1
 : -4%, 1.6, 56, 6%, 100µM*, -3%, i, 0.5, 1%, 2%, -0.4%
COc1ccccc1CNC(=O)CCS(=O)(=O)c1cccs1
 : -3%, -0.6, 89, 8%, -2%, 1%, i, 1.5, -7%, 2%, -0.5%
Cc1cccc[n+]1CC(=O)Nc1cccc([N+](=O)[O-])c1
 : -3%, -0.7, 85, -9%, -14%, 1%, i, 0.1, 13%, 0%, -0.3%
N#Cc1c(N2CCN(C(=O)c3ccco3)CC2)nc(-c2ccccc2)c2c1CCCC2
 : 1%, 12, 32, 26%, 7%, -13%, i, 17, 22%, 1%, 0.1%

Screens as filed in PubChem.
